Screens (PubChem)
HTR5A inv ag: inverse agonist of human HTR5A in OPRM1-OPRD1 counter-screen; inhibition, % at 9.3 µM; AID 504634; HTR5A cell line, luminescence, inverse agonism; 340,000 compounds, 0.083% hits; P47898; in the data active = inhibition mostly above about 23%, no sharp cut-off; inactive = mostly below about 18%;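 note: 0% = cells with DMSO and 100% = no-cell wells with DMSO; some compounds called inactive have numbers as strong as hits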
MOR-DOR inv ag: inverse agonist of human OPRM1-OPRD1 heterodimerization | P35372+P41143 | cell-based MOR-DOR heterodimer luminescence, inverse agonism | inhibition, % at 9.3 µM | 340,000 compounds, 0.21% hits; in the data active = inhibition above about 22%, passing the limit was not always enough;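 note: 0% = cells with DMSO and 100% = wells without cells with DMSO; values of inactives mirror those of a sister screen read the other way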
PKA-R1A act: activates the PKA-R1A holoenzyme complex; activation, % at 11.4 µM; 340,000 compounds, 0.083% hits; AID 504707; PKA-R1A dissociation, Cy5-IP20 fluorescence polarization; scaled: DMSO 0%, 113 µM cGMP 100%;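 active = percent activation above the mean of all tested compounds plus 3 SD, cut at about 19% in these data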;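 note: higher means more PKAc released from R1A so a rise in polarization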
HTR5A ag ctr: HTR5A agonism, opioid heterodimer counter-screen | HTR5A agonist assay, luminescence, cell-based | P47898 | activation, % at 9.3 µM | 340,000 compounds, 0.61% hits; in the data active = activation mostly above about 9.5%, no sharp cut-off; inactive = mostly below about 7.6%;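 note: 0% = cells with vehicle only and 100% = reference agonist; strong numbers were not always called active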
PKA-R2B activ: activators of human PKA-R2B complex. 340,000 compounds, 0.079% hits. activation, % at 11.4 µM. PKA-R2B holoenzyme dissociation, Cy5-IP20 fluorescence polarization; R2B truncated from residue 108, S112A mutant; 0% DMSO only, 100% 113 µM cGMP. P22694+P31323;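 active = activation above a cutoff set at the mean over all compounds plus 3 SD, cut at about 18% in these data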;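 note: higher means more holoenzyme dissociation and a rise in polarization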
DSG3 Ab inh: human desmoglein-3 autoantibody binding inhibition; P32926; DSG3-coupled beads, scFv-anti-DSG3-GFP binding, flow cytometry; active compounds read low; binding (percent of control), % at 10 µM; 310,000 compounds, 0.48% hits; AID 588358;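 active = binding more than 3 SD below its plate's average and above zero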;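 note: hits lower antibody fragment binding to DSG3; some compounds called inactive have numbers as strong as hits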
Target sequence (P32926 whole entry, looked up, the tested form may be a part): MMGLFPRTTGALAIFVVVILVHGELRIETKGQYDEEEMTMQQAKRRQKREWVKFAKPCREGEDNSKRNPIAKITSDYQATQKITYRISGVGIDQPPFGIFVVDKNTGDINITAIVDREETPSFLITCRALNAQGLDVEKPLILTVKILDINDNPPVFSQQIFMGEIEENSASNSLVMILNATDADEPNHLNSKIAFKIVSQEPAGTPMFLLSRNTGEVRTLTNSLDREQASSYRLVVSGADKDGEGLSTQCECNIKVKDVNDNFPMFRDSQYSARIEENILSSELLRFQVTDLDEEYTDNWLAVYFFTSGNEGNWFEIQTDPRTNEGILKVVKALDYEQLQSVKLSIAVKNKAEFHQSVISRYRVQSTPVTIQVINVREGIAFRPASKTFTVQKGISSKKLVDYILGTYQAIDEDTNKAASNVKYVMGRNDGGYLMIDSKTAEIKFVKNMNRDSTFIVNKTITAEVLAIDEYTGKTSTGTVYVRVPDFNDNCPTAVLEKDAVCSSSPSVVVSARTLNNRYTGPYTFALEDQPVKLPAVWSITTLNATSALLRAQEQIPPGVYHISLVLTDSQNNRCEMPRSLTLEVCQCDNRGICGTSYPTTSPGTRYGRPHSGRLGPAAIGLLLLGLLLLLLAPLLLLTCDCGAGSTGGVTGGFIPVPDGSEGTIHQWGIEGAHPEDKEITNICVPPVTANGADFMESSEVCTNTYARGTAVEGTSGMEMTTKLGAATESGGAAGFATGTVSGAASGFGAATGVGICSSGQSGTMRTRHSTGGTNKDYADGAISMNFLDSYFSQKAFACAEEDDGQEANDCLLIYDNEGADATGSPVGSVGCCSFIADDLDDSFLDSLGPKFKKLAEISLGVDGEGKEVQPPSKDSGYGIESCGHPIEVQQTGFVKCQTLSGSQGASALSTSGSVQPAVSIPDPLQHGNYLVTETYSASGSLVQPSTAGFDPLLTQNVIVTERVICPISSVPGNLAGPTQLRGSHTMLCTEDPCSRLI
OPRM1-OPRD1 ag: agonists of human mu-delta opioid receptor heterodimerization; cells, OPRM1-OPRD1 heterodimerization, luminescence; activation, % at 9.3 µM; 340,000 compounds, 0.3% hits; AID 504326; in the data active = activation above about 18%;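 note: 0% = vehicle-treated cells and 100% = reference agonist; values of inactives mirror those of a sister screen read the other way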
Arrestin-AP2 inh: human beta-arrestin and AP2 interaction inhibition; FITC-arrestin peptide / GST-AP2 beads, flow cytometry; AP2 beta2 appendage carries R879A mutation; inhibition, % at 10 µM; 340,000 compounds, 0.31% hits;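 active = inhibition above a set limit, near 3 SD of compounds lacking own fluorescence, cut at about 54% in these data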;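 note: plate controls were DMSO wells for no effect and 5 µM unlabelled arrestin peptide for full effect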
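Material – GST-tagged AP2 beta2-adaptin appendage (R879A) on 4 µm glutathione beads · Probe or stimulus – fluorescein-tagged arrestin peptide at 50 nM final · Timing – 12 min plus 1 h, RT · Detection – bead flow cytometry, FITC channel · Read-out basis – inhibition as reduced fluorescein signal on beads, percent · Medium – PBS plus Tween 20 (0.05%) and BSA (0.1%)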
DAGLB inhibitor: diacylglycerol lipase beta (human) inhibition. Q8NCG7. HEK293T DAGLB membrane lysate, EnzChek fluorogenic substrate. inhibition, % at 5.17 µM. 340,000 compounds, 0.059% hits; in the data active = inhibition above about 34%;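 note: 0% = enzyme with vehicle and 100% = wells lacking enzyme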
V-ATPase pH: alters yeast V-ATPase proton transport. S. cerevisiae, pHLuorin cytosolic pH fluorescence. response, % at 10 µM. 350,000 compounds, 0.37% hits. AID 504577; in the data active = response mostly above about 7.3%, no sharp cut-off; inactive = mostly below about 5.4%; note: actives read high; inactives centre near 0; some compounds called inactive have numbers as strong as hits; reference of the scale not given here
The depositor's hits bear a star; x = not tested or not shown.

structure	HTR5A inv ag	MOR-DOR inv ag	PKA-R1A act	HTR5A ag ctr	PKA-R2B activ	DSG3 Ab inh	OPRM1-OPRD1 ag	Arrestin-AP2 inh	DAGLB inhibitor	V-ATPase pH
CN(C)S(=O)(=O)c1cc(NC(=O)COC(=O)Cc2ccccc2)ccc1Cl	-19	12	-9	-4	-6	88*	-2.1	-7	-1	-1
N#Cc1c(/N=C/c2ccc(O)cc2O)sc2c1C1CCN2CC1	7	51*	3	-2	-5	105	-9.8	x	-2	0
CCCCc1cc(=O)oc2cc(OCC(=O)N3C[C@H]4C[C@@H](C3)c3cccc(=O)n3C4)c(Cl)cc12	13	19	3	3	-2	96	-3.8	-3	-2	-2
Cc1ccsc1C(=O)C1CCCN(Cc2ccn[nH]2)C1 (configuration not stated)	14	-20	-3	-4	3	97	3.9	-7	-3	0
CN(C)CC1CSCCC1(O)c1cccc(Cl)c1 (configuration not stated)	-20	1	-2	4	-4	x	-0.1	-7	2	4
Cc1ccc(-n2c(O)c(C=NCCN3CCOCC3)c(=O)[nH]c2=O)cc1	15	6	0	0	6	95	-1.0	-8	-2	x
COc1ccc(C(=O)C(C)(C)NO)cc1	-3	13	-5	1	-13	x	-3.2	3	-1	1
CCN(CC)P(=O)(c1n(CC)cc[n+]1CC)N(CC)CC	-16	-5	-12	6	-3	111	1.0	20	-3	-3
Cc1ccc(OC(=O)N(C)C[C@@H]2OCc3cnnn3CCCC(=O)N([C@H](C)CO)C[C@H]2C)cc1	x	x	6	x	1	108	x	x	2	1
CC(C)n1c(O)c(C2c3cc(Cl)ccc3Oc3[nH]c(=O)n(C(C)C)c(=O)c32)c(=O)[nH]c1=O (configuration not stated)	-36	-3	-1	-7	0	99	0.6	7	15	18*
COC(=O)c1ccc(NC(=O)CSc2nc3ccc(N4C(=O)C5C6C=CC(C6)C5C4=O)cc3s2)cc1 (configuration not stated)	-59	-21	-12	6	-6	123	3.8	-6	-4	-3
O=C(CCc1ccccc1)N1C[C@H]2C[C@@H](C1)c1cccc(=O)n1C2	-15	5	-5	5	-2	96	-1.0	4	-1	-5
C=C1C(=O)[C@@]23C[C@H]4[C@@H]5[C@@]6(C)CCC[C@@]57[C@@H]2[C@@H](O)[C@@H]1C[C@H]3[C@H]7N4C6	2	25	-12	-6	3	97	-4.5	-3	0	-1
O=P1(NCc2ccco2)COc2ccccc2OC1	10	-3	-3	-4	-9	114	0.4	3	-5	4
CC1CC(OC(=O)c2ccccc2)CC(C)N1C (configuration not stated)	6	-1	2	-6	-3	x	0.2	4	1	0
COc1ccc(NC(=O)CN2CC=C(c3ccccc3)CC2)cc1S(=O)(=O)N1CCOCC1	5	13	1	-2	-2	102	-2.9	4	-3	1
CN1CCC(O)(c2ccccc2)C(C(=O)c2ccccc2)C1 (configuration not stated)	-11	13	0	0	14	98	-2.2	5	0	7
CCOC(=O)N(C)c1ccc(C(O)(C(=O)OC)C(F)(F)F)cc1 (configuration not stated)	-20	0	-10	-7	-7	102	0.0	-7	6	2
CCOC(=O)C1=C(C)OC(N)=C(C#N)C12C(=O)N(C)c1ccccc12 (configuration not stated)	-16	-1	-3	1	-5	107	0.1	-7	0	0
Cc1ccc(-n2c(O)c(C=NC3CCCC3)c(=O)[nH]c2=O)c(C)c1	5	3	0	-2	-4	x	-0.7	-2	2	4

(listing goes on)
structure	HTR5A inv ag	MOR-DOR inv ag	PKA-R1A act	HTR5A ag ctr	PKA-R2B activ	DSG3 Ab inh	OPRM1-OPRD1 ag	Arrestin-AP2 inh	DAGLB inhibitor	V-ATPase pH
COC(=O)C1=C(c2ccc3ccccc3c2)C[C@@H]2CC[C@H]1N2C	-4	-25	1	7	9	107	4.5	10	3	4
COC(=O)C1=C(c2ccc(Cl)c(C(F)(F)F)c2)C[C@@H]2CC[C@H]1N2C(=O)NCCO	1	19	-2	6	3	103	-3.4	-3	-2	2
CCc1ccccc1N1C(=O)/C(=C/c2ccc(N3CCN(C)CC3)o2)C(=O)NC1=S	-5	9	6	-2	5	129	-1.6	4	1	1
C/C=C(\C)C(=O)N[C@@H](c1ccccc1)[C@@H](O)C(=O)O[C@H]1C[C@@]2(O)[C@@H](OC(=O)c3ccccc3)C3[C@](C)(C(=O)[C@H](OC(C)=O)C(=C1C)C2(C)C)[C@H](O)C[C@H]1OC[C@@]31OC(C)=O (some centres not stated)	-16	18	-3	9	6	100	-3.2	10	2	-1
Cc1ccc(NC(=O)CCNC(=O)N2C[C@H]3C[C@@H](C2)c2cccc(=O)n2C3)c(C)c1	12	10	-11	0	2	108	-1.9	-2	4	2
O=C(Cc1ccccc1)N1CCN(CCCc2ccccc2)CC1	0	4	1	0	4	98	-0.8	-6	-2	-1
c1cc2c(cc1CCNC1C3CC4CC(C3)CC1C4)OCO2 (configuration not stated)	15	8	-10	5	-1	101	-1.4	-4	-1	4
CCCC[N+]12CCC(CC1)C(C(O)(c1ccccc1)c1ccccc1)C2 (configuration not stated)	-25	9	7	1	-5	109	-1.8	22	-3	-1
COc1cccc(-c2nc(CS(=O)CC(=O)N3CCC4(CC3)OCCO4)c(C)o2)c1 (configuration not stated)	12	20	-5	-5	4	104	-4.1	-10	-3	1
O=c1c2ccccc2nc(-c2ccccc2Cl)n1-c1cccc(O)c1	9	5	-10	-2	1	94	-0.8	-5	2	-1
CC(O)(CS(=O)(=O)c1cccc(C(F)(F)F)c1)C(=O)Nc1cccc(C(F)(F)F)c1 (configuration not stated)	-22	-48	-4	2	-13	106	8.6	9	-1	-1
COc1cc2c(cc1O)C[C@H]1c3c(cc(O)c(OC)c3-2)CCN1C	-19	-10	3	7	-7	109	1.8	9	0	5
N#Cc1cc(F)c(N2CCNCC2)cc1Cl	-16	5	2	-3	4	98	-0.8	-4	0	-1
Cc1nc2c(-c3ccc(F)cc3)c(C)nn2c(C)c1CCC(=O)N1CCC2(CC1)OCCO2	-3	-1	-9	1	-2	x	0.1	-7	-2	-5
Cc1ccsc1C(=O)C1CCCN(Cc2ccccc2O)C1 (configuration not stated)	-3	-2	-8	7	-1	102	0.3	30	-5	0
CC(N)C(=O)NC1C2C(=C(O)CC(O)C2O)C(=O)OC1(C)C(Cl)Cl (configuration not stated)	-14	15	-10	4	-7	108	-3.4	-2	-1	-3
CC(=O)Nc1ccccc1C(=O)OCC(=O)Nc1ncccn1	20	12	-7	2	-5	103	-1.7	7	-2	-3
C=CCn1c(O)c(C(CC)=NCC2CCCO2)c(=O)[nH]c1=O (configuration not stated)	-13	13	-2	0	-4	x	-2.6	-26	-1	0
Cc1cccc(N=Cc2c(O)n(C)c(=O)n(C)c2=O)c1	-21	13	-9	6	-10	104	-2.8	21	-4	-1
COc1ccc(N=C2SCCCN2C)cc1	-8	13	3	3	4	x	-2.1	-25	1	3

Some of these compounds in order of length of the SMILES, high to low:
structure	HTR5A inv ag	MOR-DOR inv ag	PKA-R1A act	HTR5A ag ctr	PKA-R2B activ	DSG3 Ab inh	OPRM1-OPRD1 ag	Arrestin-AP2 inh	DAGLB inhibitor	V-ATPase pH
CCc1ccccc1N1C(=O)/C(=C/c2ccc(N3CCN(C)CC3)o2)C(=O)NC1=S	-5	9	6	-2	5	129	-1.6	4	1	1
CCCC[N+]12CCC(CC1)C(C(O)(c1ccccc1)c1ccccc1)C2 (configuration not stated)	-25	9	7	1	-5	109	-1.8	22	-3	-1
O=c1c2ccccc2nc(-c2ccccc2Cl)n1-c1cccc(O)c1	9	5	-10	-2	1	94	-0.8	-5	2	-1

New compounds follow
structure	HTR5A inv ag	MOR-DOR inv ag	PKA-R1A act	HTR5A ag ctr	PKA-R2B activ	DSG3 Ab inh	OPRM1-OPRD1 ag	Arrestin-AP2 inh	DAGLB inhibitor	V-ATPase pH
O=C(NC1CCCCC1)N1C[C@H]2C[C@@H](C1)c1cccc(=O)n1C2	5	15	-5	-1	13	105	-3.3	2	-2	1
CN1C(=O)C(C2c3ccccc3C(=O)N2Cc2ccc([N+](=O)[O-])cc2)C(=O)N(C)C1=O (configuration not stated)	-16	7	5	1	-7	107	-1.4	-8	0	2
Cc1cccc(-n2c(O)c(/C=C3/C(c4ccccc4)=Nc4ccccc43)c(=O)[nH]c2=O)c1	-2	-18	-1	1	-3	84	3.4	3	0	1
CN1CCN(C(=O)COc2ccc(Oc3ccccc3)cc2)CC1	-13	2	-10	5	-9	98	-0.3	-6	1	2
CSc1ccc(C(=O)C2CCCN(CCCn3cccn3)C2)cc1 (configuration not stated)	0	15	6	0	8	102	-2.9	26	-1	1
CC(=O)O[C@H]1CCC2C3CCC4=CC(=O)CCC4=C3C=C[C@@]21C (some centres not stated)	1	6	-3	0	0	105	-1.2	11	-1	2
O=C(COC(=O)c1ccccc1)Nc1ccc(Cl)cc1C(=O)c1ccccc1	2	-13	-3	-1	-2	88	2.6	5	-5	1
CC(NCc1ccc(Cl)c(Cl)c1)C(O)c1ccccc1 (configuration not stated)	17	-33	15	1	-7	86	6.0	2	1	1
CC(C)c1cc(Br)c(NC(=O)Nc2cccnc2)c(Br)c1	-21	-13	-3	5	-4	94	2.3	-7	4	-2
C[C@]12CC[C@H]3[C@@H](CCC4=CC(=O)CC[C@@]43O)[C@@H]1CCC2=O	-9	1	5	2	-9	96	-0.3	13	-2	3
Cc1sc2ncn(CC(=O)NCCCC(=O)N3CCC4(CC3)OCCO4)c(=O)c2c1C	-15	-15	5	2	9	103	2.4	2	1	4
C[C@]1(O)CCC2C3CC[C@@H]4CC(=O)CC[C@]4(C)C3CC[C@@]21C (some centres not stated)	-17	1	3	4	-8	96	-0.2	-4	-1	-3
CC(CC(C)(C)N1CC1)=NO	4	14	9	-1	-4	x	-2.8	-21	1	-2
CCCN1CCC[C@H](c2cccc(O)c2)C1	-18	14	-4	4	6	107	-2.5	5	0	-3

Only part of the results is shown; count on the stated rates, not on these rows.
